# Source: PubChem BioAssay (Dana-Farber Cancer Institute and Novartis Institutes for BioMedical Research (Cambridge, Mass))
# OTUD3 inh = blocks human OTUD3 ubiquitin-rhodamine cleavage; Q5T2D3; purified OTUD3, Ub-rhodamine fluorescence, 2 h; inhibition, % at 25 µM; actives 0.7% (n = 47,000)
# Target sequence (Q5T2D3 whole entry, looked up): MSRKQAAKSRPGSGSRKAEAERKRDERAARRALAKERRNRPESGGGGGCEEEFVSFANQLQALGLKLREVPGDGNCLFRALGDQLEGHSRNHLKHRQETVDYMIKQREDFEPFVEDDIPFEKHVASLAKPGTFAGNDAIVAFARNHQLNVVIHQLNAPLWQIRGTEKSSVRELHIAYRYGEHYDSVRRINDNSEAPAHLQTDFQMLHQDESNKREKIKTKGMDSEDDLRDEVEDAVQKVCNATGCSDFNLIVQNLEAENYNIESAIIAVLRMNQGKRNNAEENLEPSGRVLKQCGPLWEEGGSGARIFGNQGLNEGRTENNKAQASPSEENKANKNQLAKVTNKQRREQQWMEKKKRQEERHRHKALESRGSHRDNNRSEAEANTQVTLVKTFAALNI
# UCHL1 inh = inhibitors of human UCHL1 deubiquitinase; purified UCHL1, Ub-rhodamine cleavage fluorescence; actives 0.2% (n = 47,000); inhibition, % at 20 µM
# Target sequence (P09936 whole entry, looked up): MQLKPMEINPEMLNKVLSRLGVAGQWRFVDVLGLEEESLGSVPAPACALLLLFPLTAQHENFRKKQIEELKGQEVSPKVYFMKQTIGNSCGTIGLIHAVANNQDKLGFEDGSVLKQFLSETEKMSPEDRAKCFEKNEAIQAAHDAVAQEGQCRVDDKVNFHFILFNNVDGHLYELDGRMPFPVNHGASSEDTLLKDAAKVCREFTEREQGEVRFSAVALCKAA
# USP17 inh = inhibitors of human USP17 deubiquitinase | purified USP17, Ub-rhodamine cleavage fluorescence, 3 h | inhibition, % at 50 µM | actives 6.5% (n = 47,000)
# USP7 block = human USP7 deubiquitinase inhibition; AID 1645854; actives 0.3% (n = 47,000); purified USP7, Ub-rhodamine cleavage fluorescence; inhibition, % at 20 µM; Q93009
# USP10 inh = blocks human USP10 ubiquitin-rhodamine cleavage. actives 1.1% (n = 47,000). inhibition, % at 20 µM. purified USP10, Ub-rhodamine fluorescence, 60 min
# USP30 inh = blocks human USP30 ubiquitin-rhodamine cleavage; AID 1645860; inhibition, % at 25 µM; purified USP30, Ub-rhodamine cleavage fluorescence; actives 5.3% (n = 47,000)
# USP8 block = blocks human USP8 ubiquitin-rhodamine cleavage | purified USP8, Ub-rhodamine cleavage fluorescence, 30 min | inhibition, % at 20 µM | actives 4.2% (n = 47,000)
# USP28 inh = blocks human USP28 ubiquitin-rhodamine cleavage; actives 3% (n = 47,000); inhibition, % at 25 µM; purified USP28, Ub-rhodamine cleavage fluorescence, 30 min
# The depositor's hits bear a star; i = inactive; · = not tested or not shown. No stated cut-off is given here; in the data, active means inhibition above about 30%; inactive means the rest. Not a hit list; overall some 14% were active at least once.
SMILES,OTUD3 inh,UCHL1 inh,USP17 inh,USP7 block,USP10 inh,USP30 inh,USP8 block,USP28 inh
Cc1ccccc1-n1ccc2nc(N3CCCC3)ncc2c1=O,5,2,7,5,2,1,0,9
Cc1cccc(-c2noc(Cn3c(=O)[nH]c4cc5c(cc4c3=O)OCO5)n2)c1,15,-2,16,2,20,-85,55*,8
O=C(c1ccccc1)N1CCCC(c2nn(CCOc3ccccc3)c3nccnc23)C1 (stereo not drawn),17,4,-3,-7,2,25,-10,14
CC(C)CC(=O)c1c2c(c3oc(=O)cc(-c4ccccc4)c3c1O)CC(C(C)(C)O)O2 (stereo not drawn),12,7,6,4,3,20,8,8
Cc1cnc(CNc2cc(-c3cncc(-c4ccc(OC(F)(F)F)cc4)c3)nc(C)n2)cn1,16,13,8,11,1,12,11,4
Cc1ccc(C(=O)N2CCc3cc(-c4nc(NC(=O)C5CCCC5)sc4C)ccc32)cc1,0,0,4,-11,8,-25,0,-7
Cn1ccc2cc(CCC(=O)NCc3cc(F)ccc3F)ccc21,-82,-29,·,-34,-7,-403,-38,-118
Cc1ccc(-c2nn(-c3ccccc3)cc2C(=O)N2c3ccccc3CCC2C)o1 (stereo not drawn),-18,0,-6,5,-7,-128,16,-5
COc1cc(CN2CCCC2c2cc(C)no2)cc(OC)c1O (stereo not drawn),-8,12,-13,-5,-2,-15,-35,-18
COc1ccccc1N1CCN(C(=O)c2sc(-c3c(F)cccc3OC)nc2C)CC1,-3,4,-14,-3,-4,-9,-119,1
COc1ccc2c(c1)NC1(CCN(C(=O)CCc3cccc(C)n3)CC1)NS2(=O)=O,-5,-2,-10,0,0,-7,-6,0
COCC(=O)N1CCC2(C=Cc3ccc(F)cc32)CC1,-13,-1,-8,-3,0,-20,-11,-4
CCc1nnc(-c2cc(S(=O)(=O)Nc3ccc(C)cc3C)c[nH]2)o1,7,4,0,7,0,8,18,4
Cc1nnc(-c2cnn(-c3ccccc3)c2N)n1Cc1cccc(C(F)(F)F)c1,14,3,4,2,0,21,7,8
COc1ccccc1-c1nc2c3c(ncn2n1)Oc1c(c(C)nn1-c1ccccc1)C3c1cccnc1 (stereo not drawn),2,0,54*,1,-2,9,-2,-4
COc1ccccc1CNc1nc(-c2nnc(-c3ccccc3)o2)nc2ccccc12,4,11,38*,13,7,44*,36*,3
O=S(=O)(c1ccc(Cl)cc1)N1CCC2(CC1)NCCN=C2NC1CCCCC1,5,4,3,5,1,23,12,3
O=C(Cn1c(=O)nc(N2CCCCC2)c2ccccc21)Nc1ccc(C(F)(F)F)cc1,-1,0,9,2,5,8,13,-2
NC(=O)c1ccccc1NCc1cc(=O)n2cc(Cl)ccc2n1,-29,-18,4,-20,-8,-137,-15,-32
Cc1ccn(-c2ccc(C(=O)N3CCSCC3)cn2)n1,4,-1,6,5,3,18,0,0

# Reformatted with two lines to a compound: entries from further up
# Every second line gives: OTUD3 inh, UCHL1 inh, USP17 inh, USP7 block, USP10 inh, USP30 inh, USP8 block, USP28 inh
O=C(c1ccccc1)N1CCCC(c2nn(CCOc3ccccc3)c3nccnc23)C1 (stereo not drawn)
  17, 4, -3, -7, 2, 25, -10, 14
CC(C)CC(=O)c1c2c(c3oc(=O)cc(-c4ccccc4)c3c1O)CC(C(C)(C)O)O2 (stereo not drawn)
  12, 7, 6, 4, 3, 20, 8, 8
Cc1cnc(CNc2cc(-c3cncc(-c4ccc(OC(F)(F)F)cc4)c3)nc(C)n2)cn1
  16, 13, 8, 11, 1, 12, 11, 4
Cc1ccc(C(=O)N2CCc3cc(-c4nc(NC(=O)C5CCCC5)sc4C)ccc32)cc1
  0, 0, 4, -11, 8, -25, 0, -7
Cn1ccc2cc(CCC(=O)NCc3cc(F)ccc3F)ccc21
  -82, -29, ·, -34, -7, -403, -38, -118

# Reprinted at random: 2 compounds from above.
SMILES,OTUD3 inh,UCHL1 inh,USP17 inh,USP7 block,USP10 inh,USP30 inh,USP8 block,USP28 inh
Cc1ccc(C(=O)N2CCc3cc(-c4nc(NC(=O)C5CCCC5)sc4C)ccc32)cc1,0,0,4,-11,8,-25,0,-7
COCC(=O)N1CCC2(C=Cc3ccc(F)cc32)CC1,-13,-1,-8,-3,0,-20,-11,-4

# (further entries)
SMILES,OTUD3 inh,UCHL1 inh,USP17 inh,USP7 block,USP10 inh,USP30 inh,USP8 block,USP28 inh
O=C(Nc1ccccc1Cl)N(CCN1CCOCC1)Cc1cc2cc3c(cc2[nH]c1=O)OCCO3,-28,1,-25,-2,-6,-130,-95,-27
O=c1c2cnc(N3CCOCC3)nc2ccn1CCN1CCOCC1,-12,-5,-10,0,-3,-26,-1,-5
COc1ccc(C2CCCCCN2C(=O)Cn2cncn2)cc1 (stereo not drawn),5,0,9,1,-2,-1,8,0
Cc1ccc(N2CC(C)Cn3c2nc2c3c(=O)n(CC(=O)OCc3ccccc3)c(=O)n2C)cc1 (stereo not drawn),-1,-4,1,-5,0,0,-7,1
CN(C)c1ccc(NC(=O)c2ccc(Cn3cc([N+](=O)[O-])cn3)cc2)cc1,-28,2,29,0,3,-55,46*,28
O=C(c1ccc(Br)o1)N1CCCC(c2nc3ccccc3s2)C1 (stereo not drawn),11,4,6,-34,2,17,-8,7
O=C(C1CCCN1c1nnc(N2CCCC2=O)s1)N1CCN(c2ccc(F)cc2)CC1 (stereo not drawn),-14,-3,-15,0,-2,-11,-12,-17
CCCNC(=O)c1cc(N2CCCC2)n2nccc2n1,-69,-50,-91,-43,-5,-322,-138,-75
O=C(COc1ccc2c(c1)CCC2)Nc1ccc2c(c1)CCC2,4,-1,59*,0,14,17,7,13
COc1ccc(Br)c(OC)c1C(=O)NC(=O)Nc1c(C(C)C)cccc1C(C)C,3,5,4,-15,9,5,4,5
COc1cccc(CN2Cc3ccccc3OC3(CCC(CO)CC3)C2)c1OC (stereo not drawn),-14,1,-24,2,0,-7,-20,-16
Cc1ccccc1CNC(=O)CC1c2ncccc2C(=O)N1c1ccccc1 (stereo not drawn),6,-1,-2,-2,-2,0,1,11
O=C(O)C1CC(=O)N(Cc2ccc3c(c2)OCO3)C1 (stereo not drawn),4,5,-1,4,5,0,-29,11
CCCCNC(=O)c1cc2cc(OC)ccc2[nH]1,-2,-8,21,-4,-8,-5,-10,-2
Cc1ccc2c(Nc3ccccc3)c(C(=O)N3CCCC3)cnc2n1,-10,-4,-7,0,-2,-21,-4,-8
COc1ccccc1N1CC(C(=O)Nc2ccc3c(c2)OCO3)CC1=O (stereo not drawn),-8,-4,-10,-13,-1,-18,4,-9
Cc1onc(-c2ccccc2)c1CNC(=O)C1CCN(c2nccc(C(F)(F)F)n2)CC1,3,2,76*,-3,10,·,0,·
O=C1c2oc3ccccc3c(=O)c2C(c2ccco2)N1c1nc2ccc(Cl)cc2s1 (stereo not drawn),-2,7,-1,-54,5,-81,22,-9
COCCNC(=O)c1cc(-c2ccn(CC3CC3)n2)n2ccccc12,-68,-10,-66,-57,-7,-257,-19,-59
CC(CN1CCC(c2[nH]nc3nccnc23)CC1)c1ccccc1 (stereo not drawn),-21,-8,-29,-8,-6,-82,7,-21
Cc1cc(C(Nc2ccccn2)c2ccc(Cl)cc2)c(NC(=O)c2ccco2)s1 (stereo not drawn),-4,1,·,6,-4,-34,35*,25
Cc1cc2nc(N(C)C3CCCCC3)c3ccccc3n2n1,-5,0,-63,-2,2,-11,1,-13
COc1ncccc1C(=O)N1CCC[C@]2(C)NC(=O)CCC[C@H]12,-4,-5,-1,-3,0,0,-2,-9
O=C(Cn1c(=O)nc(-c2ccccc2)c2ccccc21)NCc1ccc2c(c1)OCO2,23,0,68*,-2,4,9,-46,31*
C[C@@H]1OC(=O)C2=C1O[C@@H]1[C@@H](O)[C@]3(O)CCCC[C@H]3[C@](C)(C2=O)[C@@H]1C,-9,-3,-4,-29,4,1,3,-9
Cc1ncc2c(n1)C1(CCN(Cc3ccc(F)c(F)c3)CC1)OCC2,4,-3,-21,-4,-3,-17,-5,3
Cc1ccc(N(CC(=O)NC2CCCCC2)C(=O)CCC(=O)Nc2ccccn2)c(C)c1,-8,-1,-10,-18,5,-1,-6,-4
CCC(=O)N1CCc2sc(S(=O)(=O)NC3CCCCC3)cc2C1,0,2,5,0,1,2,21,8
Cn1c(=O)c(C(=O)N2CCN(c3ccc(Cl)cc3)CC2)nc2cccnc21,2,0,5,-24,-6,-21,-38,-3
CN1C(=O)c2cc(NC(=O)c3ccccc3)ccc2Oc2ccccc21,6,5,13,0,4,7,6,41*
CCn1nc(-n2cnnc2)c(NC(=O)c2ccc(Cl)cc2)c1C,-2,-1,2,0,1,-4,1,-2
Cc1noc(COC2CCN(C(=O)NC3CCCCC3)CC2)n1,1,0,5,-2,2,-3,6,-2
O=C1N(Cc2ccccc2F)c2ccccc2S(=O)(=O)N1Cc1ccc(F)cc1,17,5,12,-9,6,20,12,17
CNc1nc2c(c(=O)n1C)CCN(S(=O)(=O)c1ccccc1OC)C2,13,2,15,4,-3,10,12,13
Cc1ccc(OCC(=O)N(C)Cc2cc(=O)[nH]c3ccccc23)c(C)c1,3,0,14,-44,0,13,11,12
COc1cccc(NC(=O)C2C3C=CC4(O3)C2C(=O)N(CCc2ccccc2Cl)C4C(=O)NC2CCCCC2)c1 (stereo not drawn),32*,-2,39*,-25,-1,39*,4,-1
CC(=O)N1CC[C@@]2(C(=O)N3CCCC3)CCN(C(=O)Nc3ccccc3)CC[C@@H]12,-4,-1,0,2,0,8,7,-10
CCC(C)NC(=O)Cn1c(=O)n(Cc2ccc(C(=O)NCCc3ccc(OC)c(OC)c3)cc2)c(=O)c2ccccc21 (stereo not drawn),12,1,8,6,0,28,8,17
O=C(c1ccncc1)N1CC[C@@H]2CN(Cc3cccc(Cl)c3)S(=O)(=O)[C@@H]2CC1,2,-2,-8,0,-3,4,-41,2
Cc1nn(C)cc1C(=O)N1CCC(C2(C)CCCCN(CCc3ccccc3)C2=O)CC1 (stereo not drawn),1,0,-4,2,2,4,2,-3
CC(C)Cn1nc(NS(=O)(=O)c2ccccc2)c2cc3ccccc3nc21,-1,-2,1,-3,8,-14,-1,-5
Cc1ccc(NC(=O)CSc2nc3nc(C)ccc3o2)cc1,-1,-3,0,-2,-4,0,-23,-1
O=C(NCc1cccc(F)c1)c1ccc2c(c1)NC(=O)C1CCCN21 (stereo not drawn),-15,-13,48*,-10,-8,-59,67*,-12
COc1cccc(C(C(=O)NC2CCCCC2)N(Cc2ccco2)C(=O)C2COc3ccccc3O2)c1 (stereo not drawn),8,2,-4,7,11,22,8,2
Cc1ccc2c(C)nc(Nc3nc(-c4cnc(N5CCOCC5)nc4C)cc(=O)[nH]3)nc2c1,5,0,19,3,1,20,12,6
CCOc1cccc(CN2Cc3ccccc3OCC2=O)c1,-3,-2,-3,1,0,·,3,·
O=C(NC1CC2(CCOCC2)Oc2ccccc21)c1cnccn1 (stereo not drawn),-1,0,-1,·,1,12,6,-5
O=C1CC(c2cccc(F)c2)c2ncn(-c3cc(F)ccc3F)c2N1 (stereo not drawn),-170,-169,-138,-151,-8,i,-305,-247
Cc1cc(C)c2c(-n3cccc3)nn(Cc3ccc(C(=O)NCC4CCCO4)cc3)c2n1 (stereo not drawn),-1,6,0,8,-1,6,5,10
COc1ccc(-c2noc(C3(C)CCOCC3)n2)cc1,0,-1,-3,·,1,·,0,·
# The list continues.
SMILES,OTUD3 inh,UCHL1 inh,USP17 inh,USP7 block,USP10 inh,USP30 inh,USP8 block,USP28 inh
Cc1noc(C)c1CSc1ncccc1C(=O)Nc1ccnn1Cc1ccccn1,-20,-11,-72,-10,-6,-74,-322,-27
COc1cccc(-c2nc(CC(=O)NC3CCN(Cc4ccccc4)CC3)cs2)c1,-9,-3,-5,-1,-9,-39,-11,1
CC1CN(CCC(=O)Nc2ccccc2F)CC(C)O1 (stereo not drawn),0,-1,-1,1,0,1,-1,4
O=C(c1ccccn1)N1C[C@H]2C[C@H]3[C@](C1)(CN(Cc1ccc(Cl)cc1)S3(=O)=O)O2,-4,-3,0,-10,2,-6,-15,-10
CC(C)c1cc(C(=O)NC2CC(C)(C)Cc3nc(N4CCCC4)ncc32)no1 (stereo not drawn),-11,1,-21,-1,-4,-54,-3,-16
Cc1nc2sc(C(=O)Nc3cccc4cccnc34)c(N)c2c(C)c1Cl,-6,-1,2,2,1,-13,0,-8
CCCCS(=O)(=O)N1C[C@H]2CC[C@@]3(N=C(C)N(CC4CC4)C3=O)[C@H]2C1,-34,1,23,5,1,12,1,3
Cc1cccc(NC(=O)COc2cccc3ccc(N4CCC(C(N)=O)CC4)nc23)c1,-7,-2,33*,1,11,15,61*,0
CC1=C(c2ccc(F)cc2)S(=O)(=O)N=C1N1CCCN(C(=O)C2CCC2)CC1,-5,-3,-4,0,0,-1,2,-1
Cc1cc2nc(C(F)(F)F)c(=O)n(CC(=O)NCC3CCCO3)c2cc1C (stereo not drawn),-3,-4,6,-6,-1,2,-13,-1
COC(=O)N1CCn2c(c(C(=O)Nc3cncc(F)c3)c3cccnc32)C1,-46,-19,-51,-20,-5,-237,-48,-52
